CatL block: blocks human cathepsin L protease activity | P07711 | purified cathepsin L, fluorogenic substrate, fluorescence | inhibition, %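 (tested at 10 µM)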 | 0.17% of 58,000 active | AID 460; in the data active = inhibition above about 45%;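 note: 0% = enzyme with no compound and 100% = no enzyme blank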
PKA kinase inh: inhibitors of human protein kinase A; P17612; PKA Kemptide phosphorylation, Kinase-Glo ATP luminescence; inhibition, % at 6 µM; 0.1% of 65,000 active; AID 524;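 active = inhibition above the screen-wide mean inhibition plus 3 SD, cut at about 21% in these data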; note: many of its hits are not listed in these tables
C1s inh: blocks human complement C1s protease activity. P09871. purified C1s, fluorogenic AMC substrate, pooled mixtures. mean inhibition % of two 10-compound mixtures (stronger effect = higher value), % at 5 µM (by protocol). 0.16% of 62,000 active;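 active = inhibition above 20% in each of the two 10-compound mixture wells holding the compound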;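 note: 0% = enzyme wells lacking compound mixture and 100% = no-enzyme blank wells; some compounds called inactive have numbers as strong as hits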
CatB block: blocks human cathepsin B protease activity; purified cathepsin B, fluorogenic substrate, fluorescence; inhibition, %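 (tested at 10 µM)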; 0.1% of 63,000 active; in the data active = inhibition above about 21%;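 note: 0% = enzyme with no compound and 100% = no enzyme blank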
ROCK2 inh: inhibitors of human Rho kinase 2. O75116. inhibition, % at 6 µM. 0.35% of 60,000 active. purified ROCK2, Kinase-Glo ATP depletion luminescence;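 active = inhibition above the screen-wide mean inhibition plus 3 SD, cut at about 18% in these data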;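 note: plate controls were DMSO wells for no effect and Y-27632 control wells after no-enzyme background subtraction for full effect; many of its hits are not listed in these tables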
CatB mix inh: human cathepsin B inhibition by mixtures; P07858; Purified cathepsin B, AMC dipeptide fluorescence, compound mixtures; inhibition, %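 (ten-compound pools at 5 µM per compound and 50 µM total)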; 0.06% of 62,000 active; AID 488; in the data active = inhibition above about 22%, passing the limit was not always enough;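 note: 0% = enzyme without compound and 100% = no enzyme blank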
CatS block: human cathepsin S inhibition. P25774. recombinant cathepsin S, AMC dipeptide fluorescence, pooled mixtures. inhibition, %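 (tested at 5 µM per compound within 10-compound mixtures)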. 0.06% of 62,000 active; in the data active = inhibition above about 32%, passing the limit was not always enough;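 note: 0% = enzyme without compound and 100% = blank without enzyme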
CatG inh: inhibitors of human cathepsin G. P08311. purified enzyme, AMC-tetrapeptide fluorescence, pooled mixtures. inhibition, % at 5 µM (by protocol). 0.2% of 62,000 active;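 active = inhibition above 20% in each of the two mixture wells holding the compound; inactive = inhibition of 20% or less in either well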;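 note: 0% = enzyme control without mixture and 100% = blank lacking enzyme; strong numbers were not always called active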
HER2 expr 66K: Her2 kinase expression inhibition | P04626 | SKBR-3 HER2 protein level, AlphaScreen, 18-24 h; stronger effect = lower value | HER2 level % of control, % at 10 µM | 0.69% of 65,000 active | AID 645;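 active = HER2 level under 5% of the carrier-only control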;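 note: 100% = DMSO carrier and 0% = 500 nM PU-H71 HSP90 inhibitor; lower value means stronger loss of Her2 protein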
Target sequence (P04626 whole entry, looked up): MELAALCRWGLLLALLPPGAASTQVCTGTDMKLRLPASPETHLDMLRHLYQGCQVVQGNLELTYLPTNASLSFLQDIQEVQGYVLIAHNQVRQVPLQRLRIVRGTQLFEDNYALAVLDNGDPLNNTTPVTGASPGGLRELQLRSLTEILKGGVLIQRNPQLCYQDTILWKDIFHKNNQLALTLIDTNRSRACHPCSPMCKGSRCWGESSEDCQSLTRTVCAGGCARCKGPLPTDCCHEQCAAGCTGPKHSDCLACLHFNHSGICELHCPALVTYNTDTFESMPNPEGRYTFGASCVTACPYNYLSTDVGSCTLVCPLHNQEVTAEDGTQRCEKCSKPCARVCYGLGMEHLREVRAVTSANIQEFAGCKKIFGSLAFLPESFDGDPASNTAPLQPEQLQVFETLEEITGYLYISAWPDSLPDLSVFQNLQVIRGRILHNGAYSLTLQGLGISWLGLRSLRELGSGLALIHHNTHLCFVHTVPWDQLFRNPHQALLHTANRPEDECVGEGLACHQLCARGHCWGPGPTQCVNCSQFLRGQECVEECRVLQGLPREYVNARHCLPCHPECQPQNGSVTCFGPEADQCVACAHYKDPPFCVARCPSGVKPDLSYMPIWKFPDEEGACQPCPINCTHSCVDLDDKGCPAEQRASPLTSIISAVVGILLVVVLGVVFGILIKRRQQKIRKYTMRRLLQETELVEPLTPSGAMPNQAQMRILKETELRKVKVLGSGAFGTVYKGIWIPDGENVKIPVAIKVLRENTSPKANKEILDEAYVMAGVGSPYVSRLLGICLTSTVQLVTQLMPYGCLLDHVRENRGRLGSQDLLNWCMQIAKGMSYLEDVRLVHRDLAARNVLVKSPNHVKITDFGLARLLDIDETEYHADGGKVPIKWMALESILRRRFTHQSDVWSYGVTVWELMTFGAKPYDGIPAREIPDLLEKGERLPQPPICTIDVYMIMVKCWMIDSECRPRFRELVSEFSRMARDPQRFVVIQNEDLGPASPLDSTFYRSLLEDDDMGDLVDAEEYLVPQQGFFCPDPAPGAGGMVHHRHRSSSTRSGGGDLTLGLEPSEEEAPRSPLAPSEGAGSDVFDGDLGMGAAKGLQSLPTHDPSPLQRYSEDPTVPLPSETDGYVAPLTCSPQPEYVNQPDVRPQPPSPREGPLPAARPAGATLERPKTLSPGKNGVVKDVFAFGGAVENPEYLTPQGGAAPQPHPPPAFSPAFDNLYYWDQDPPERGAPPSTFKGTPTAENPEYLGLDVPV
* marks the source's active call; other numbers are inactive results; x = not tested or not shown. Only part of the results is shown. The share of hits here may be higher or lower than overall.

Each structure is followed by: CatL block, PKA kinase inh, C1s inh, CatB block, ROCK2 inh, CatB mix inh, CatS block, CatG inh, HER2 expr 66K
- Cn1nnnc1SCCNC/C=C/c1ccccc1
 : 0, 11, -1, 1, -8, 1, -7, 11, 123
- CCO/C=N/c1c(C#N)c2c(c(=S)n1C)COC(C)(C)C2
 : -15, 4, 7, -3, 8, 2, 16, 0, 93
- C=CCn1c(C2CC(=O)N(c3ccc(C)cc3)C2)nc2ccccc21 (stereo not given)
 : 8, 6, x, -1, 11, x, x, x, 128
- OCC#CCSc1nnc(-c2ccc(Br)cc2)o1
 : -12, 4, -4, 0, 2, 2, -6, 0, 68
- Cc1ccc(NC(=O)c2nnn(CC(=O)Nc3ccccc3)c2N)cc1C
 : x, 15, -62, 7, 7, 3, -6, -1, 100
- Cc1nn(Cc2ccc(F)cc2)c(C)c1NC(=O)c1cc(-c2ccc3c(c2)OCO3)on1
 : 24, -7, 9, 1, -3, -1, 6, 31, 106
- COc1cc2nc(SCC(=O)NCc3ccco3)n(Cc3ccc(Cl)cc3)c(=O)c2cc1OC
 : 22, 6, 4, 1, x, 1, 1, 6, 53
- CCOC(=O)N1CCN(CC(O)COC(CC)c2ccccc2)CC1 (stereo not given)
 : 5, 6, 2, 4, 7, 1, -15, 9, 96
- O=C(Nc1nc2cc3c(cc2s1)OCO3)C1=COCCO1
 : x, -12, -45, 5, -23, 1, 12, -6, 76
- O=C(NCc1ccco1)Nc1ccc(Br)cc1Cl
 : 19, -2, 1, -5, 4, -3, 8, 4, 89
- Cc1ccc(C(c2sc3nc(C)nn3c2O)N2CCOCC2)cc1 (stereo not given)
 : 19, 11, -33, 6, 4, 3, 6, -7, 106
- CCSc1nnc(C)n1-c1ccc(C(=O)O)cc1
 : 25, 2, 12, 0, -2, 5, 15, 12, 70
- COc1cc(C2C(C(=O)c3ccco3)=C(O)C(=O)N2CCc2ccccc2)ccc1O (stereo not given)
 : 7, 6, -12, 8, x, 9, 13, -1, 149
- Cc1cc(=O)[nH]c(SCc2nc3ncccn3c2Br)n1
 : -156, -2, -5, -2, x, 8, -5, -5, 96
- Cc1cc(C)n(Cc2ccc(C(=O)O)o2)n1
 : 3, -2, -27, 3, -6, 2, 13, -16, 108
- CC(=O)C1=C(Nc2ccc(C)cc2)CC(C)(O)C(C(C)=O)C1c1ccco1 (stereo not given)
 : 2, 6, 3, 4, 4, -6, -2, 9, 88
- CCOC(=O)N1CCN(S(=O)(=O)c2ccc(C(=O)Nc3sc4c(c3C#N)CCC4)cc2)CC1
 : 7, 8, 11, 1, 6, -1, -1, 8, 56
- CC(=O)Oc1ccc(NC(=O)Cc2ccccc2)cc1
 : -5, -4, -4, -2, -5, -4, -8, -3, 80
- COc1ccc(C(c2sc3nc(C)nn3c2O)N2CC(C)OC(C)C2)cc1OC (stereo not given)
 : 0, 0, 14, 1, 4, 2, 1, 10, 86
- COc1ccc(CCNC(=O)c2nnn(-c3ccc4c(c3)OCCO4)c2N)cc1OC
 : 6, 9, -2, 4, 4, 3, -3, 9, 100
- CC1=CS/C(=C(/C#N)C(=O)N2CCOCC2)N1c1ccccc1
 : 3, 0, -28, -3, 1, 3, 12, -2, 119
- Cn1c(=O)cc(OCC(=O)NCc2cccnc2)c2ccccc21
 : -1, 5, -11, -1, 5, 1, -1, -3, 110
- O=C(O)c1ccccc1Nc1cccc(C(F)(F)F)c1
 : 7, -2, 5, 1, 4, -6, 10, 13, 90
- CC(=O)C1C(c2ccc(O)cc2)NC(=O)NC1(O)C(F)(F)F (stereo not given)
 : 5, 7, -20, 2, 2, 1, 3, -4, 81
- COc1ccc(-n2c(Cc3cccn3C)nnc2SCC(=O)Nc2ccccc2F)cc1
 : x, 2, -9, 1, -1, 3, -2, -1, 72
- Cc1ccc(S(=O)(=O)N2CCC(C(=O)N[C@@H](C)C(=O)Nc3ccc4c(c3)OCO4)CC2)cc1
 : -6, 10, 1, 2, 16, 4, 0, 1, 70
- O=C(CSCC(=O)OCn1nnc2ccccc2c1=O)Nc1ccc(Cl)cc1
 : -2, 0, -5, 3, -2, -5, 4, 4, 99
- Cc1sccc1C1C(C#N)=C(N)SC(N)=C1C#N
 : -6, 3, x, 1, 2, x, x, x, 120
- COCCCNc1nc2c(c(=O)[nH]c(=O)n2C)n1CC(O)COc1ccccc1 (stereo not given)
 : 18, 1, x, 1, 1, x, x, x, 51
- Cc1n[nH]c(C)c1S(=O)(=O)N1CCCC(C(=O)N2CCN(c3ccc(Cl)cc3)CC2)C1 (stereo not given)
 : 12, 2, 13, 5, -1, 6, 7, 11, 62

Among those listed so far, these contain two or more sulfur atoms:
Each structure is followed by: CatL block, PKA kinase inh, C1s inh, CatB block, ROCK2 inh, CatB mix inh, CatS block, CatG inh, HER2 expr 66K
- CCOC(=O)N1CCN(S(=O)(=O)c2ccc(C(=O)Nc3sc4c(c3C#N)CCC4)cc2)CC1
 : 7, 8, 11, 1, 6, -1, -1, 8, 56
- Cc1sccc1C1C(C#N)=C(N)SC(N)=C1C#N
 : -6, 3, x, 1, 2, x, x, x, 120

Further entries follow.
Compound	CatL block	PKA kinase inh	C1s inh	CatB block	ROCK2 inh	CatB mix inh	CatS block	CatG inh	HER2 expr 66K
COCCCNC(=O)CCn1c(=O)c2ccccc2n(CC(=O)Nc2cc(Cl)ccc2C)c1=O	8	6	13	6	6	-1	3	9	81
COCCN1Cc2cccc(C(=O)NCc3ccc4c(c3)OCO4)c2C1=O	5	-3	-3	5	-2	0	15	-1	88
COCCNC(=O)CSc1nc2cc(OC)c(OC)cc2c(=O)n1CCC1=CCCCC1	37	6	3	1	x	17	7	7	120
COc1ccc(S(=O)(=O)N2CCCC2C(=O)Nc2nc3c(s2)CCCC3)cc1 (stereo not given)	x	12	0	7	8	2	2	7	143
NC(=O)c1ccc(-n2nnnc2SCC(=O)Nc2ccc(N3CCOCC3)c(Cl)c2)cc1	12	6	5	6	5	1	8	6	80
COc1ccc(S(=O)(=O)N2CCOCC2)cc1C(=O)Nc1nc2ccccc2s1	12	3	20	4	1	7	2	56	87
COc1ccccc1CN1CC(C(=O)NCC2CCCO2)CC1=O (stereo not given)	-9	-2	14	2	0	3	1	10	88
Cn1ncc2c1ncn1c(-c3ccccc3Cl)nnc21	-11	4	4	0	-4	-4	3	9	110
CCOc1cccc(NC(=O)C2CC(=O)NC(=Nc3ccccc3)S2)c1 (stereo not given)	-10	-2	0	-4	3	2	17	-1	86
Cc1cc(OCCSc2nnc(-c3cccs3)n2C)ccc1Cl	13	10	1	3	4	-1	11	3	42
Cc1ccc(Oc2ccc(OCC(=O)NC(C)C(=O)O)cc2)cc1 (stereo not given)	x	11	3	4	7	-9	-3	8	160
Cc1ccc(S(=O)(=O)Nc2ccc(S(=O)(=O)Nc3ncccn3)cc2)cc1	3	2	2	1	-1	2	0	-4	86
Cc1ccc(S(=O)(=O)N(C)c2ccc(C(=O)N3CCC(C(N)=O)CC3)cc2)cc1	6	8	-1	0	6	6	5	13	76
Cc1c2c(nc3c(C(=O)NC4CC4)cnn13)CCCC2	x	8	2	3	x	4	-12	10	132
c1csc(CCNc2ncnc3sc4c(c23)CCC4)c1	-9	9	11	-3	6	0	-3	8	81
COc1ccc(C)cc1-n1nnnc1SCC(=O)Nc1cc(C)on1	-2	2	-6	6	2	-4	-14	2	74

For reference, some entries already given.
Compound	CatL block	PKA kinase inh	C1s inh	CatB block	ROCK2 inh	CatB mix inh	CatS block	CatG inh	HER2 expr 66K
c1csc(CCNc2ncnc3sc4c(c23)CCC4)c1	-9	9	11	-3	6	0	-3	8	81
COc1ccc(C)cc1-n1nnnc1SCC(=O)Nc1cc(C)on1	-2	2	-6	6	2	-4	-14	2	74

Fetched one by one from the list above, three records:
Compound	CatL block	PKA kinase inh	C1s inh	CatB block	ROCK2 inh	CatB mix inh	CatS block	CatG inh	HER2 expr 66K
COCCCNc1nc2c(c(=O)[nH]c(=O)n2C)n1CC(O)COc1ccccc1 (stereo not given)	18	1	x	1	1	x	x	x	51
CCOC(=O)N1CCN(CC(O)COC(CC)c2ccccc2)CC1 (stereo not given)	5	6	2	4	7	1	-15	9	96
Cc1cc(=O)[nH]c(SCc2nc3ncccn3c2Br)n1	-156	-2	-5	-2	x	8	-5	-5	96

The results go on:
Compound	CatL block	PKA kinase inh	C1s inh	CatB block	ROCK2 inh	CatB mix inh	CatS block	CatG inh	HER2 expr 66K
Cc1cc(N2CCOCC2)n2nc(-c3cccc(F)c3)cc2n1	-3	0	3	-3	0	2	-10	9	70
O=[n+]1c2c(n([O-])c3c1CCCC3)CCCC2	5	3	-1	-3	2	3	7	10	82
Cc1cccc(-n2ncc3c(N4CCC5(CC4)OCCO5)ncnc32)c1	1	1	16	0	7	4	-6	5	96
COc1cc(C(=O)OCC(=O)NCc2ccco2)cc(OC)c1OC	24	0	5	0	0	9	4	2	90
S=c1[nH]nc(COc2ccc(Cl)cc2)o1	9	0	0	5	0	0	-6	5	102
C=CCNc1nc(-c2ccc(O)c(C(N)=O)c2)cs1	-7	5	-16	-5	-1	-2	12	1	101
CCn1c(SCC(=O)O)nnc1-c1ccccc1	8	6	11	6	7	4	-13	9	105
Cc1ccc(C)n1-c1ccc(-c2nnco2)cc1	6	5	3	6	-5	6	9	-5	90
CCCCCCC1C(C#N)=C(N)OC2=C1C(=O)CCC2 (stereo not given)	x	-4	-1	-1	0	5	13	-3	95
Cc1cc(NC(=O)CSc2nc(C(C)C)nc3sc(C)c(C)c23)no1	-3	-8	15	3	-2	2	-3	9	75
COCc1cc(C)nc(N)c1C#N	-6	-2	x	0	2	x	x	x	97
CC(C)(C)n1cnc2cc(NS(=O)(=O)c3ccccc3)ccc21	6	12	0	-1	5	-2	-2	9	76
O=C(C(c1ccccc1)c1ccccc1)N(Cc1ccco1)C1CCS(=O)(=O)C1 (stereo not given)	x	3	-1	-4	1	3	4	-4	95
Cc1cc(C)cc(N2C(=O)CSC2c2cccs2)c1 (stereo not given)	-6	-8	-7	-1	-3	-7	-2	-4	73
O=C(CCN1C(=O)c2ccccc2C1=O)NCCN1CCOCC1	4	-1	0	5	-1	6	11	-11	130
NC(=O)C1(N2CCCCC2)CCN(C(=O)NC2CCCCC2)CC1	5	1	12	1	0	5	-2	9	78

3 compounds out of the list, ordered by count of non-hydrogen atoms, largest number first.
Compound	CatL block	PKA kinase inh	C1s inh	CatB block	ROCK2 inh	CatB mix inh	CatS block	CatG inh	HER2 expr 66K
Cc1cc(NC(=O)CSc2nc(C(C)C)nc3sc(C)c(C)c23)no1	-3	-8	15	3	-2	2	-3	9	75
CC(C)(C)n1cnc2cc(NS(=O)(=O)c3ccccc3)ccc21	6	12	0	-1	5	-2	-2	9	76
COCc1cc(C)nc(N)c1C#N	-6	-2	x	0	2	x	x	x	97

New compounds follow
Compound	CatL block	PKA kinase inh	C1s inh	CatB block	ROCK2 inh	CatB mix inh	CatS block	CatG inh	HER2 expr 66K
O=C(Nc1ccc(Cl)cc1C(=O)NCc1cccnc1)c1ccco1	15	-5	17	2	-2	4	7	9	126
Cc1ccc(SCC(=O)N(Cc2nc(-c3ccccc3)no2)C(C)C)cc1	11	1	14	2	1	3	0	13	152
CC(c1ccccc1)n1cc(C(=O)NCc2cccnc2)nn1 (stereo not given)	-4	1	-43	5	x	5	-5	7	115
O=C(Cc1cccs1)Nc1ccc(N2CCOCC2)cc1	8	6	6	3	x	-3	0	10	105
COCCNC(=O)C(C#N)c1nc2ccccc2nc1N1CCN(Cc2ccc3c(c2)OCO3)CC1 (stereo not given)	-10	6	-1	2	6	5	-6	8	169
CC(=O)OC1c2ccccc2C(=O)N1c1ccccc1C (stereo not given)	4	-6	6	-1	-3	4	-3	8	99
